S1P2 ag: S1P2 receptor agonists, primary screen, cell-based; Sphingosine 1-phosphate receptor 2 (Homo sapiens), O95136; S1P2-expressing cell line, agonist reporter read-out; activation, % at 4.5 µM; 97,000 tested, 0.46% active; in the data active = activation above about 16%;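 also: 0% = vehicle low control and 100% = maximal reference agonist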
FAK inh: FAK kinase inhibitors, primary screen, biochemical. inhibition, %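 (tested at 7 µM)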. 97,000 tested, 0.84% active. biochemical FAK kinase activity assay. Focal adhesion kinase 1 (Homo sapiens), Q05397. AID 727, 2007; in the data active = inhibition above about 19%;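 also: 0% = DMSO and 100% = reference compound high control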
MT1-MMP txn act: MT1-MMP promoter reporter activation – cell-based, luciferase luminescence, primary screen; HT1080 MT1-MMP promoter luciferase reporter, overnight; active compounds read high; activation factor at 10 µM; 86,000 tested, 0.16% active;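 active = activation factor of at least 2 for MT1-MMP transcription at 10 µM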
PLAP activator: PLAP enzyme activators, biochemical, luminescence, HTS; Alkaline phosphatase, placental type (Homo sapiens), P05187; purified PLAP enzyme, luminescent substrate read-out; active compounds read high; activation fold at 20 µM; 96,000 tested, 1.2% active; AID 696, 2007; in the data active = activation fold above about 2
Rev-RRE block: HIV-1 Rev-RRE binding inhibitors, primary screen, biochemical, FRET, protein-RNA interaction. P05866. Rev peptide-RRE RNA binding. inhibition, % at 8 µM. 97,000 tested, 0.79% active;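 active = inhibition above the screen-wide mean plus 3 SD, cut at about 35% in these data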;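 also: 0% = median DMSO wells and 100% = median Neomycin B control wells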
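assay system = Cy5-tagged RRE RNA duplex with fluorescein-tagged Rev peptide | incubation = 5 + 15 min at 25 °C | also added = labelled Rev peptide | measure = % inhibition of FRET ratio versus controls | benchmarks = DMSO wells as 0% and neomycin B wells as 100% inhibition | measured by = FRET fluorescence readout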
S1P2 blocker: human S1P2 receptor antagonists, primary screen, cell-based. Sphingosine 1-phosphate receptor 2 (Homo sapiens), O95136. cell-based S1P2 antagonist assay, inhibition at 5 uM. 97,000 tested, 0.21% active. inhibition, % at 5 µM; in the data active = inhibition above about 45%;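 also: CRE beta-lactamase reporter cells expressing human S1P2 stimulated with S1P; 0% = agonist at EC80 alone and 100% = agonist plus reference antagonist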
PLK1 PBD inh: Plk1 polo box domain binding inhibitors, primary screen, biochemical, fluorescence polarization. Serine/threonine-protein kinase PLK1 (Homo sapiens), P53350. Plk1 PBD phosphopeptide binding. inhibition, %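 (tested at about 20 µM)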. 97,000 tested, 0.13% active. AID 693, 2007; in the data active = inhibition above about 34%, passing the limit was not always enough
PLK1 inh: human PLK1 kinase inhibitors, primary screen, biochemical, TR-FRET | AID 619, 2007 | 97,000 tested, 0.53% active | recombinant PLK1 kinase, TR-FRET peptide phosphorylation | Serine/threonine-protein kinase PLK1 (Homo sapiens), P53350 | inhibition, % at 10 µM;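 active = inhibition of 50% or more in the single-concentration screen; inactive = inhibition below 50%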;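 also: 0% = DMSO max control and 100% = H-89 dihydrochloride min control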
EphB4 ephrin blk: EphB4-ephrin-B2 interaction antagonists, primary screen, biochemical, TNYL-RAW peptide probe, fluorescence polarization | EphB4 LBD / TNYL-RAW-Alexa532 peptide | 97,000 tested, 0.15% active | inhibition, % at 7 µM | AID 720, 2007 | Ephrin type-B receptor 4 (Homo sapiens), P54760;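 active = inhibition above the screen-wide mean inhibition plus 3 SD, cut at about 15% in these data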;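 also: 0% = DMSO wells and 100% = excess unlabeled TNYL-RAW peptide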
Target sequence (P54760 whole entry, looked up, the tested form may be a part): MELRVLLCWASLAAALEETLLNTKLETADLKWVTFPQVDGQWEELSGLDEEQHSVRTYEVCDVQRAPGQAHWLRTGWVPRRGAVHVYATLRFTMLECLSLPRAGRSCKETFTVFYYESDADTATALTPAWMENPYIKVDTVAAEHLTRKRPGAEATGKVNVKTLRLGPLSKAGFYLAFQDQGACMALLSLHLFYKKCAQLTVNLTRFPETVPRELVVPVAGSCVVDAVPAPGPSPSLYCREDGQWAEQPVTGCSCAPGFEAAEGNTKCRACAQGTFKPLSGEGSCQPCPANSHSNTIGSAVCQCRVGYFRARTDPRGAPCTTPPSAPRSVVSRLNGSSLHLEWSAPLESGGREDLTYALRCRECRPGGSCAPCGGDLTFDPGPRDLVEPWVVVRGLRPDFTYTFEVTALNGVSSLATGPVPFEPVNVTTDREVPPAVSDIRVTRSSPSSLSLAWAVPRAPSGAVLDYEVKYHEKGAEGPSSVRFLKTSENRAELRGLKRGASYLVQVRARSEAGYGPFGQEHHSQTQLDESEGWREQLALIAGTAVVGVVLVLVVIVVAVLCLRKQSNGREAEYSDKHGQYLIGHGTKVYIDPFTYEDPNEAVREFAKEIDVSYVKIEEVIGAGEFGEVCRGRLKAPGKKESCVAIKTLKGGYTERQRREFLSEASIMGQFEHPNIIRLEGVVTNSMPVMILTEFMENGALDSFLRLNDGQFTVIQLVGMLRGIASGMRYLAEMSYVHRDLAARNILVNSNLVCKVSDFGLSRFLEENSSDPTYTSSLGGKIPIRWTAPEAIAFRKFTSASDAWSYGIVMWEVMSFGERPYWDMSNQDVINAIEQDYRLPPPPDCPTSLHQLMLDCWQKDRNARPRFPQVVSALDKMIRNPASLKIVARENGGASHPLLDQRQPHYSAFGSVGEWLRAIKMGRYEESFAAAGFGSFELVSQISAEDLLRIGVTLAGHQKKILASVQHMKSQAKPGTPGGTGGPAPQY
The depositor's hits bear a star; nt = not tested or not shown.

SMILES	S1P2 ag	FAK inh	MT1-MMP txn act	PLAP activator	Rev-RRE block	S1P2 blocker	PLK1 PBD inh	PLK1 inh	EphB4 ephrin blk
CC1CN(c2oc(COc3ccc(Cl)cc3Cl)nc2C#N)CC(C)O1 (stereo unspecified)	-2	5	1.9	nt	10	5	-8	-4	1
CCNC(=S)Nc1cccc(Cl)c1C	-6	-1	nt	1	4	14	-5	-11	2
CN(C)S(=O)(=O)c1cccn1-c1ncc(C(F)(F)F)cc1Cl	-3	-1	1.1	0.9	1	-12	6	-17	5
O=c1sc2ccccc2n1COc1ccc(Cl)cc1	-4	2	1.3	0.5	18	-3	3	0	5
CC(=O)Nc1ccc(NC(=O)c2cccc(C(=O)OC(C)C)n2)cc1	-3	-2	1.3	1.1	3	20	9	-5	2
COc1ccc2cc(C3(C)NC(=O)NC3=O)ccc2c1 (stereo unspecified)	-1	-3	1.1	1	37*	11	-41	-13	1
O=C1CSC(c2cccc(F)c2)N1c1ccccc1F (stereo unspecified)	-2	1	1.3	0.8	1	-9	-8	-14	-5
CCN(CC)CC(O)COc1ccc2c(c1)c(C(C)=O)c(C)n2-c1ccccc1 (stereo unspecified)	-5	5	1	nt	12	4	-4	-16	2
Cc1ccc(OCCn2c(CCNC(=O)C(C)C)nc3ccccc32)cc1	-5	-4	nt	1.2	9	0	21	-8	2
O=C(Nc1ccc(Cn2cccn2)cc1)c1ccc(COc2cccc(Br)c2)cc1	-3	0	nt	0.8	5	7	-19	-8	0
O=C(NCc1ccco1)C(c1ccco1)N(C(=O)Cn1nnc2ccccc21)c1ccc2c(c1)CCC2 (stereo unspecified)	-5	-3	0.7	nt	1	10	-8	-8	-2
Cc1ccc(S(=O)(=O)Nc2ccc(S(=O)(=O)Nc3ncccn3)cc2)cc1	0	-2	1.2	1.3	3	2	-2	4	-4
O=C(N/N=C\c1ccccc1)c1sccc1-n1cccc1	-6	6	nt	1	4	17	5	-10	5
CCCS(=O)(=O)N1CCCC(C(=O)NCCN2CCCCC2C)C1 (stereo unspecified)	-6	0	1.2	1.2	6	15	-24	-11	0
COc1ccc2c(c1)N(C(=O)CSc1n[nH]c(C)n1)C(C)(C)C=C2C	-3	2	1.1	1.9	4	5	7	-7	0
Cc1sc(NC(=O)CSc2nnc(COc3ccccc3)n2C)c(C#N)c1C	-1	1	1	1	5	-7	-1	-9	-1
Cn1c(=O)c2c(ncn2CC(=O)Nc2nnc(Cc3ccccc3)s2)n(C)c1=O	-9	0	1	1.1	5	6	-5	-8	0
Cc1noc(C)c1CSc1nnc2c(C)cc3ccccc3n12	-1	1	1.1	nt	7	-16	-5	-3	-2
Cc1cccc(C(=O)Oc2ccccc2-c2nnco2)c1	-6	-2	nt	1	8	-29	-7	-5	9
c1ccc(NCn2cncn2)nc1	-3	1	1.2	1	11	20	8	0	-7
CC(=O)c1cn(CC(=O)Nc2ccccc2)c2ccccc12	-4	5	1.2	0.8	0	20	16	-7	4
CCC(C)NC(=O)CSc1nnc(-c2cc(-c3ccc(C)cc3)nc3ccccc23)n1N (stereo unspecified)	0	5	nt	0.9	7	-18	11	-16	0
O=C(Nc1ccc(F)cc1)c1ccccc1CC[N+](=O)[O-]	4	-9	nt	0.9	9	8	-17	-7	-4
CCN(CC)c1cc2nonc2c2nonc12	-10	6	1.1	1.1	2	18	6	-6	-3
COc1ccc(N=C2C(=Nc3ccc(OC)cc3)N(c3ccccc3)C(=S)N2C(=O)c2ccc(Cl)cc2)cc1	-5	-2	1.5	nt	14	3	-17	-2	4
COc1ccccc1OCCCn1c(=O)sc2ccccc21	-2	0	1.3	1.5	12	10	-13	-4	-2
O=[N+]([O-])c1ccc2n[nH]nc2c1	-7	-2	1.2	0.9	8	-2	4	-3	-3
N/C(=N\OC(=O)Cc1cccs1)c1ccccc1	-1	4	nt	1	2	-1	-8	1	-3
CCn1c(C)c(C(C)=O)c(N2CCN(c3ccccc3)CC2)nc1=S	-2	-3	1	1	42*	13	-5	4	-3
O=S(=O)(N1CCCCCC1)N1CCN(S(=O)(=O)N2CCOCC2)CC1	-3	-1	1.1	1.3	5	-1	-37	-6	4
Fc1ccc(CN2CCCCCCC2)cc1F	-2	-1	1.2	0.9	7	-6	-4	-20	-5
O=C(Nc1cc2c(ccc3ccccc32)oc1=O)C1CCCCC1	-3	0	nt	0.9	5	4	-21	-1	-6
COC(=O)c1ccccc1NC(=O)CN1CCN(C(=O)c2ccco2)CC1	-2	-4	1.2	1.1	5	-21	-28	-11	-7
COC(=O)Nc1nnc(CCc2ccccc2)s1	-6	2	1	1.1	3	-6	2	-8	-9
CCN(CC)CC(O)COCCC12CC3CC(CC(C3)C1)C2 (stereo unspecified)	-4	-1	1.1	1.7	5	5	-19	-10	-2
O=C(O)c1ccccc1C(=O)NCc1ccccc1	-4	3	nt	1.2	3	5	-2	1	-3
Cc1ccc(C(=O)O)c(C(=O)Nc2nc(C)cs2)c1	0	1	1	0.9	0	23	22	-4	1
Cc1ccc(C(=O)Cn2nnc3c(sc4nc5c(c(-c6ccccc6)c43)CCC5)c2=O)cc1	-4	0	nt	1	13	-22	8	-9	-7
COc1ccc(S(=O)(=O)N(C)c2ccc(C(=O)NCC3CCCO3)cc2)cc1 (stereo unspecified)	-6	2	1.1	1	7	-14	-5	-12	-2
COC(=O)CNC(=O)CN1C(=O)N(c2ccccc2)C(N(O)C(=O)Nc2ccccc2)C1(C)C (stereo unspecified)	-7	0	1.2	1	0	-8	9	-8	0
Cc1c(S(=O)(=O)N2CCOCC2)c(=O)n(C)c(=O)n1C	-3	-1	nt	0.9	9	-8	9	5	4
CC(C)(/C=N/O)/[N+]([O-])=C/c1ccccc1C(F)(F)F	-9	1	1	1	7	5	-31	-4	-3
CCOC(=O)c1cc(C(=O)OCC)cc(-n2cc(O)c(C(=O)OCC)n2)c1	-5	-1	1.1	0.9	-2	19	-1	-10	0
Clc1ccc(CSCCc2ccncc2)cc1	-3	1	0.9	0.1	10	14	1	-5	8
Cn1c(=O)oc2cc(S(=O)(=O)N3CCC4(CC3)OCCO4)ccc21	-4	-3	1.1	1	34	-2	3	-9	1
Cc1ccc([N+](=O)[O-])cc1N=Cc1ccc(Br)s1	-5	1	nt	nt	6	22	-17	-7	2
CCOC(=O)c1c(C)[nH]c(C(=O)C(C)Sc2ccc(Cl)cc2)c1C (stereo unspecified)	-1	-2	1.3	1.2	11	-3	2	-6	4
Cc1cccc(C)c1NC(=O)CSc1nnc(C)n1-c1ccccc1	-1	0	1.1	nt	1	0	-8	-10	4
O=C(CN1CCOCC1)Nc1cccc(Br)c1	0	3	1.2	0.9	4	-8	11	-17	-3
COC(=O)c1cc(COC(=O)c2ccc3ccccc3n2)oc1C	-12	8	1.2	1.5	6	-3	-9	-11	4

More entries.
SMILES	S1P2 ag	FAK inh	MT1-MMP txn act	PLAP activator	Rev-RRE block	S1P2 blocker	PLK1 PBD inh	PLK1 inh	EphB4 ephrin blk
CS(=O)(=O)N(CC(=O)NCc1ccco1)c1ccc(Cl)c(C(F)(F)F)c1	-5	-6	1.2	1	7	-13	-14	12	-1
COc1ccccc1-c1nc(C#N)c(N2CCN(Cc3ccccc3)CC2)o1	-5	1	1.3	1.8	4	-11	-21	-4	-4
Cc1cc2c(cc1C)-c1nnnn1C(C)(C)C2	-4	5	1.1	1	1	22	-5	-7	11
CCOc1cccc(-c2nn3c(-c4ccco4)nnc3s2)c1	-5	-1	1.3	0.9	8	2	11	0	-7
Cn1c(=O)[nH]c(=O)c2c1nc(SCCN1CCOCC1)n2Cc1ccccc1	-5	-1	1.1	1	10	1	-1	-12	10
CCOc1cc(C(=O)NCC(C)CN(C)C)cc(OCC)c1OCC (stereo unspecified)	-4	-1	1.1	1.3	0	-7	-5	-11	-2
COc1ccc(C(CC(=O)Nc2nccs2)n2cccc2)cc1 (stereo unspecified)	-2	6	1	0.9	10	15	-1	14	1
CC1(C)CC(=O)C2=C(C1)Nc1ccccc1N1C(=O)c3ccccc3C21 (stereo unspecified)	-5	-1	1.1	0.9	2	-6	7	-1	1
Cc1ccc(CSc2nc3c(c(=O)[nH]2)CCC3)cc1	-4	-4	1.1	1.1	-1	5	-22	7	-2
c1ccc(Cc2nnc3sc(C4COc5ccccc5O4)nn23)cc1 (stereo unspecified)	-2	2	1.1	nt	9	16	-29	1	7
Cn1ccnc1SCC(=O)NC12CC3CC(CC(C3)C1)C2	-3	3	1.3	0.9	1	11	36	-8	0
Cn1nnc(NC(=O)CSc2nnnn2-c2ccc(F)cc2)n1	-3	-1	0.9	1	6	-21	-9	-9	2
CC1CCN(S(=O)(=O)c2ccc(C(=O)OCc3ccc4c(c3)OCO4)cc2)CC1	-2	0	1	0.8	17	4	-21	2	-2

13 entries from above, set out differently.
Every second line gives: S1P2 ag	FAK inh	MT1-MMP txn act	PLAP activator	Rev-RRE block	S1P2 blocker	PLK1 PBD inh	PLK1 inh	EphB4 ephrin blk
CS(=O)(=O)N(CC(=O)NCc1ccco1)c1ccc(Cl)c(C(F)(F)F)c1
  -5	-6	1.2	1	7	-13	-14	12	-1
COc1ccccc1-c1nc(C#N)c(N2CCN(Cc3ccccc3)CC2)o1
  -5	1	1.3	1.8	4	-11	-21	-4	-4
Cc1cc2c(cc1C)-c1nnnn1C(C)(C)C2
  -4	5	1.1	1	1	22	-5	-7	11
CCOc1cccc(-c2nn3c(-c4ccco4)nnc3s2)c1
  -5	-1	1.3	0.9	8	2	11	0	-7
Cn1c(=O)[nH]c(=O)c2c1nc(SCCN1CCOCC1)n2Cc1ccccc1
  -5	-1	1.1	1	10	1	-1	-12	10
CCOc1cc(C(=O)NCC(C)CN(C)C)cc(OCC)c1OCC (stereo unspecified)
  -4	-1	1.1	1.3	0	-7	-5	-11	-2
COc1ccc(C(CC(=O)Nc2nccs2)n2cccc2)cc1 (stereo unspecified)
  -2	6	1	0.9	10	15	-1	14	1
CC1(C)CC(=O)C2=C(C1)Nc1ccccc1N1C(=O)c3ccccc3C21 (stereo unspecified)
  -5	-1	1.1	0.9	2	-6	7	-1	1
Cc1ccc(CSc2nc3c(c(=O)[nH]2)CCC3)cc1
  -4	-4	1.1	1.1	-1	5	-22	7	-2
c1ccc(Cc2nnc3sc(C4COc5ccccc5O4)nn23)cc1 (stereo unspecified)
  -2	2	1.1	nt	9	16	-29	1	7
Cn1ccnc1SCC(=O)NC12CC3CC(CC(C3)C1)C2
  -3	3	1.3	0.9	1	11	36	-8	0
Cn1nnc(NC(=O)CSc2nnnn2-c2ccc(F)cc2)n1
  -3	-1	0.9	1	6	-21	-9	-9	2
CC1CCN(S(=O)(=O)c2ccc(C(=O)OCc3ccc4c(c3)OCO4)cc2)CC1
  -2	0	1	0.8	17	4	-21	2	-2

From PubChem

An unsorted share of the library; any-hit rate near 3.9%.
